phage Ecoli inh: E. coli growth loss with phage present | growth absorbance | inhibition, % at 11.9 µM | 360,000 tested, 0.26% active | AID 651602; in the data active means inhibition above about 11%
The depositor's hits bear a star.

phage Ecoli inh | SMILES
1.6 | COc1cccc(-c2cnc(C(O)c3ccc(Cl)cc3)[nH]2)c1 (stereo unspecified)
2.6 | COc1ccc(C(=O)C[C@@H]2OC[C@H](C(C)C)N2S(=O)(=O)c2ccc(C)cc2)cc1OC
-0.7 | CCOC(=O)C1=CCN(S(=O)(=O)c2ccccc2C)C1c1ccc(Cl)cc1 (stereo unspecified)
2.0 | COC(=O)[C@@]12C[C@@H](CC(=O)N3CCCC3)C(=O)N(Cc3ccco3)C1=CCC(C)(C)C2
1.5 | COC(=O)C1=C(C)N(C)C(=NCc2ccc(OC)cc2)NC1c1cccc(Cl)c1 (stereo unspecified)
0.4 | COc1ccc(F)cc1-c1cc(NC=O)c2ncc(-c3cc(OC)c(OC)c(OC)c3)n2c1
6.1 | O=C(Nc1ccccc1)c1cc(C2CCCCN2S(=O)(=O)c2ccc(F)cc2F)on1 (stereo unspecified)
0.8 | COc1cc(/C=C(/C#N)c2nc(-c3cc4ccccc4oc3=O)cs2)cc([N+](=O)[O-])c1O
0.6 | CCOC(=O)N(C)c1c(CC)nc2c(OCc3ccc(Cl)cc3Cl)cccn12
10 | CCOc1ccc(CCN2C(=S)N([C@@H](CC(C)C)CN3CCC[C@@H]3CN3C(=S)NC[C@@H]3Cc3ccccc3)C[C@@H]2Cc2ccc(O)cc2)cc1
2.7 | COc1ccc(N=C2Sc3ccccc3[C@@H]3C[C@H]4[C@H](CON4C)CN23)c(OC)c1
2.3 | CCCS(=O)(=O)NC(=O)C1(C)CCCN(C(=O)c2cccc(OC(F)(F)F)c2)C1 (stereo unspecified)
5.1 | O=C(NS(=O)(=O)c1ccccc1[N+](=O)[O-])[C@H]1O[C@@H](n2ccc(=O)[nH]c2=O)[C@H](O)[C@@H]1O
3.1 | COCCN1C(=O)CCC1(C)c1nnnn1-c1ccc2ccccc2c1 (stereo unspecified)
0.9 | CC(O)(c1ccc(F)c(F)c1)c1nc(/C=C/c2ccc(C(F)(F)F)cc2)cs1 (stereo unspecified)
2.9 | OC(c1ccc(F)cc1)c1nc(-c2csc3ccccc23)cs1 (stereo unspecified)
3.2 | Cc1ccc(S(=O)(=O)N2C[C@@]3(O)Cn4c(=O)ccc(=O)n4C[C@@]3(OC(=O)NCc3ccccc3F)C2)cc1
3.1 | CCOC(=O)C1=CC[C@@H](c2ccccc2)N(S(=O)(=O)c2ccc(C)cc2)[C@H]1c1cccc(OC)c1
0.5 | CCc1c(-c2ccccc2OC)ncn1CCc1ccccc1OC
3.6 | O=C(c1ccco1)N1CCN(C2CN(C3CCCCC3)S(=O)(=O)C2)CC1 (stereo unspecified)
5.3 | COC(=O)c1cc2c(c3c4cc(C)ccc4n(S(=O)(=O)c4ccccc4)c13)C(=O)N(Cc1ccc(C(F)(F)F)cc1)C2
-1.6 | CC(=O)NCCNc1nc2cc(-c3ccc(C)cc3)sc2c(=O)n1C
2.3 | CC(C)C[C@@H]1COc2cccc(N3CCC[C@H]3CO)c2S(=O)(=O)N1
1.9 | COc1cccc(-c2cc(NC=O)c3ncc(-c4ccc(F)c(Cl)c4)n3c2)c1
2.1 | COC(=O)[C@]12CCCCC=C1N(CCc1ccc(OC)c(OC)c1)C(=O)[C@H](CC(=O)NCCCCc1ccccc1)C2
0.0 | Cc1cccc(CN2CCN(C3CN(Cc4ccccc4)S(=O)(=O)C3)CC2)c1 (stereo unspecified)
1.7 | CC1(C(=O)NS(=O)(=O)C2CC2)CCCN(C(=O)c2ccc3ccccc3c2)C1 (stereo unspecified)
1.1 | COc1ccc(NC(=O)C2C(c3ccc4c(c3)OCO4)=Nc3ccccc3N2C(C)=O)cc1 (stereo unspecified)
3.9 | c1ccc2ncc(-n3ccnc3)cc2c1
0.7 | CC(C)Sc1nc(-c2cccs2)nc2cc(Cl)ccc12
2.9 | COC(=O)Cc1nnn2c1CC(OC)c1ccccc1-2 (stereo unspecified)
1.6 | COc1ccc(C(=O)C[C@@H]2OC[C@H](C)N2S(=O)(=O)c2ccc(C)cc2)cc1OC
1.9 | O=C(N[C@H](Cc1ccccc1)C(=O)N1CCN(C(=O)N2CCOCC2)CC1)[C@H]1O[C@@H](n2ccc(=O)[nH]c2=O)[C@H](O)[C@@H]1O
1.6 | CCC(=O)N1CCC1(C)C(=O)Nc1ccc(OC(F)F)cc1 (stereo unspecified)
0.9 | CCNC(=O)C1(C)CCCN(Cc2ccc(-c3ccccc3)o2)C1 (stereo unspecified)
3.3 | CC(=O)Oc1ccc(Cn2c(C)c(C(=O)NCc3ccccc3C(F)(F)F)sc2=O)cc1
0.3 | CNc1ccc2ncc(-c3cccc(C(=O)N(C)C)c3)n2n1
-0.6 | CCOC(=O)C1=C[C@@H](CC)N(S(=O)(=O)c2ccccc2)[C@H]1c1ccccc1
-1.9 | CCOC(=O)[C@]12CCC=C1N(CCC1=CCCCC1)C(=O)[C@H](CC(=O)NCC1CCCCC1)C2
0.1 | N#Cc1ccccc1C[C@H](N)C(=O)NC[C@H]1O[C@@H](n2cnc3c(N)ncnc32)[C@H](O)[C@@H]1O
2.8 | COc1ccc(CN2C(=O)C(CC(=O)NC3CCCC3)CC(C(=O)N3CCOCC3)=C2C)cc1 (stereo unspecified)
2.6 | CCc1nc2c(OCCC3CCCCC3)cccn2c1N(C=O)Cc1ccc(OC)cc1
3.3 | O=C(c1[nH]c(C(F)(F)F)nc1-c1ccccc1)N1CCN(c2ncc(C(F)(F)F)cc2Cl)CC1
2.6 | CCCNC(=O)C1(C)CCCN(C(=O)c2ccc(F)cc2Cl)C1 (stereo unspecified)
0.2 | Cc1ccc(S(=O)(=O)N2CCC(=O)N([C@H](COCc3ccc(C(F)(F)F)cc3)Cc3ccccc3)CC2)cc1
0.9 | O=C(NCCC(F)(F)F)c1cccc2c(-c3ccc(F)c(F)c3)coc12
3.0 | COC(=O)C1=C(C)N(Cc2ccccc2C(F)(F)F)C(=NCc2cc(OC)c(OC)c(OC)c2)NC1c1cccc(Cl)c1 (stereo unspecified)
2.6 | CCc1nc2ccc(C(=O)NCCc3c[nH]c4ccccc34)cn2c1N(C)CCCc1ccccc1
2.9 | C=CCN1C(=O)c2n[nH]c(COC)c2C1c1ccc(F)cc1 (stereo unspecified)
2.7 | COC(=O)Cc1ccccc1NS(=O)(=O)c1ccc(C)cc1
3.8 | CN(C)CCCNc1nc2cc(-c3ccc(F)cc3)sc2c(=O)n1C
3.4 | COC(=O)c1ccc2nc(-c3ccc(Cl)cc3)c(Cc3ccsc3)n2c1
1.8 | COc1ccc(Cl)cc1-c1cc(C(=O)Nc2ccc(C(C)(C)C)cc2)[nH]n1
3.0 | CC(CC(=O)Nc1ccc2c(c1)c(=O)n(C)n2Cc1ccc(Cl)cc1)C(F)(F)F (stereo unspecified)
-1.6 | CCOC(=O)[C@]12CCCC=C1N(Cc1ccc3c(c1)OCO3)C(=O)[C@H](CC(=O)N1CCC(c3ccccc3)CC1)C2
11* | COc1cccc(-c2cnc(C(O)c3cccc(OC)c3)[nH]2)c1 (stereo unspecified)
2.5 | CN(C)C(=O)c1cccc(-c2cc(NC=O)c3ncc(-c4ccc(F)c(Cl)c4)n3c2)c1
3.3 | COc1cccc(CN2CCC2(C)C(=O)Nc2cccc3cccnc23)c1F (stereo unspecified)
1.4 | COc1ccc(CN2C[C@@H](CO)O[C@@H](n3cnc4c(N5CCCC5)ncnc43)C2)cc1
5.4 | Cc1ccc(NC(=O)NNC(=O)CSC2CCc3ccccc32)c(C)c1 (stereo unspecified)

(cont.)
phage Ecoli inh | SMILES
1.6 | COc1ccc(NC(=O)C2(C)Cc3c(-c4ccc(NC(C)=O)cc4)ccnc3O2)cc1OC (stereo unspecified)
1.8 | CCCCNC(=O)C1c2ccccc2OCC(=O)N1Cc1ccco1 (stereo unspecified)
1.8 | Cc1ccc(NCN2C(=O)c3ccccc3C2=O)c(C)n1
0.8 | CC(N)c1csc(Nc2nncc3ccccc23)n1 (stereo unspecified)
2.6 | O=C(C(=O)N1CCC(CNC(=O)c2ccccc2F)CC1)c1cc2ccccc2o1
1.3 | C[C@@H]1ON(C)[C@H]2C[C@H]3c4cc(N5CCOCC5)ccc4CCN3C[C@@H]12
-0.3 | COc1cc(F)ccc1-c1csc(C(NC(C)=O)c2ccc(F)c(F)c2)n1 (stereo unspecified)
1.6 | CC(C)C[C@@H](COCc1ccc(F)cc1)N1CCN(C(=O)c2cccc(C(F)(F)F)c2)CCC1=O
0.5 | OC[C@@H]1CN(Cc2ccccc2)C[C@H](n2cnc3c(N4CCCC4)ncnc32)O1
1.7 | COCCCN1C(=O)C(CC(=O)NC2CCCCC2)CC(C(=O)N(C(C)C)C(C)C)=C1C (stereo unspecified)
3.0 | CC1(C(=O)NCc2ccccc2Br)CCN1Cc1c(F)cccc1F (stereo unspecified)
0.8 | O=C(Nc1ccc2c(c1)OCCO2)C(c1ccnc2ccccc12)n1c(=O)c(-c2ccco2)nc2ccccc21 (stereo unspecified)
3.3 | COc1cccc(CNC(=O)[C@H]2CCCN2C(=O)[C@H]2CCCN2C(=O)c2cccc3ccccc23)c1
-0.9 | Cc1cccc(C)c1-n1nnnc1C1(C)CCC(=O)N1CC1CCCCC1 (stereo unspecified)
2.2 | CCCCCCCCN1C(=O)[C@@H](CC(=O)NCc2ccc(C)o2)C[C@@]2(C(=O)OC)C1=C[C@H](C1CCCC1)O[C@@H]2C
2.2 | c1cc(-c2ccc(N3CCOCC3)cc2)n2cnnc2c1
0.8 | CCc1nc2c(OCC(=O)C(C)(C)C)cccn2c1N(C)C(=O)COc1ccccc1
2.7 | COc1ncc(-c2cccc3nccn23)c(OC)n1
4.4 | Cc1ccc(Cl)cc1-c1cc(C(=O)Nc2ccc(F)cc2)[nH]n1
2.5 | Cc1cc(CN2CCN(c3ncc(Cc4ccccc4)cn3)CC2)cc(C)c1O
0.8 | O=C(Nc1cccc(Cl)c1Cl)c1csc([C@@H]2O[C@H](CO)[C@H](O)[C@H](O)[C@H]2O)n1
1.7 | O=C(C1=NOC2(C1)C(=O)Nc1ccccc12)N1CCOCC1 (stereo unspecified)
-0.3 | Cc1ccccc1CN1C(=O)CSCC1(C)C(=O)NCc1ccccc1 (stereo unspecified)
2.2 | O=C(NCc1cccs1)C1C(=O)Nc2ccccc2C(=O)N1C1CCCC1 (stereo unspecified)
1.9 | O=C1Cn2nnc(-c3ccccc3)c2C2c3ccccc3CCN12 (stereo unspecified)
0.5 | CCc1cnc(Nc2nc(C(N)Cc3ccc(Cl)cc3)cs2)nc1 (stereo unspecified)
1.3 | CS(=O)(=O)c1ccc(OCCCN2CCC(C(O)(c3ccccc3)c3ccccc3)CC2)cc1
4.2 | CC(C)N(C)c1ncnc2c1ncn2[C@H]1CN(C2CCCC2)C[C@@H](CO)O1
3.3 | COc1ccc(CN2CCC(C(=O)NC(c3ccc4c(c3)OCO4)c3ccccn3)CC2)cc1 (stereo unspecified)
1.9 | O=C(NCc1ccccc1)C(c1ccc(C(F)(F)F)cc1)n1c(=O)c(-c2ccco2)nc2ccccc21 (stereo unspecified)

A portion from the list above:
phage Ecoli inh | SMILES
1.6 | COc1ccc(NC(=O)C2(C)Cc3c(-c4ccc(NC(C)=O)cc4)ccnc3O2)cc1OC (stereo unspecified)
1.8 | CCCCNC(=O)C1c2ccccc2OCC(=O)N1Cc1ccco1 (stereo unspecified)
1.8 | Cc1ccc(NCN2C(=O)c3ccccc3C2=O)c(C)n1
0.8 | CC(N)c1csc(Nc2nncc3ccccc23)n1 (stereo unspecified)
2.6 | O=C(C(=O)N1CCC(CNC(=O)c2ccccc2F)CC1)c1cc2ccccc2o1
1.3 | C[C@@H]1ON(C)[C@H]2C[C@H]3c4cc(N5CCOCC5)ccc4CCN3C[C@@H]12
-0.3 | COc1cc(F)ccc1-c1csc(C(NC(C)=O)c2ccc(F)c(F)c2)n1 (stereo unspecified)
1.6 | CC(C)C[C@@H](COCc1ccc(F)cc1)N1CCN(C(=O)c2cccc(C(F)(F)F)c2)CCC1=O
0.5 | OC[C@@H]1CN(Cc2ccccc2)C[C@H](n2cnc3c(N4CCCC4)ncnc32)O1
1.7 | COCCCN1C(=O)C(CC(=O)NC2CCCCC2)CC(C(=O)N(C(C)C)C(C)C)=C1C (stereo unspecified)
3.0 | CC1(C(=O)NCc2ccccc2Br)CCN1Cc1c(F)cccc1F (stereo unspecified)
0.8 | O=C(Nc1ccc2c(c1)OCCO2)C(c1ccnc2ccccc12)n1c(=O)c(-c2ccco2)nc2ccccc21 (stereo unspecified)
3.3 | COc1cccc(CNC(=O)[C@H]2CCCN2C(=O)[C@H]2CCCN2C(=O)c2cccc3ccccc23)c1

Continued:
phage Ecoli inh | SMILES
3.2 | NC(=O)c1ncn([C@@H]2O[C@H](C(=O)N[C@H](Cc3ccccc3)C(=O)N3CCN(CC(=O)Nc4ccccn4)CC3)[C@@H](O)[C@H]2O)n1
3.1 | COc1ccc(-c2cc3nc(NCCOc4ccccc4)ccn3n2)cc1
1.9 | Cc1ccccc1C(=O)N[C@@H](Cc1cccnc1)C(=O)N1CCC[C@H]1C(=O)NCCc1ccccc1Cl
3.9 | O=C(c1ccc(C(F)(F)F)cc1)N(CCCn1ccnc1)C(c1ccccn1)c1nc2ccccc2[nH]1 (stereo unspecified)
3.0 | CC1(C(=O)NCc2ccccc2Br)CCN1Cc1csc2ccccc12 (stereo unspecified)
0.7 | CCOC(=O)N1CCN(C(=O)C[C@H]2C[C@@]3(C(=O)OC)C(=C[C@H](C(C)(C)C)O[C@@H]3C)N(CCC3=CCCCC3)C2=O)CC1
-0.2 | CCCNC(=O)C1(C)CCN(CCS(=O)(=O)c2ccc(C)cc2)C1 (stereo unspecified)
0.5 | CCc1ccc2c(c1)NC(=O)C2(C)Cc1ccc(Cl)s1 (stereo unspecified)
2.9 | CC(=O)Nc1ccc(NC(=O)C2Cc3c(-c4cccc(F)c4)ccnc3O2)cc1 (stereo unspecified)
2.1 | COc1cccc(CNC(=O)[C@@H]2CCCN2C(=O)[C@@H]2CCCN2C(=O)c2cccc(OC)c2)c1
1.0 | CCCNC(=O)C1(C)CCCN(Cc2ccc(C(F)(F)F)cc2)C1 (stereo unspecified)
4.5 | Cc1cc(CNC[C@H]2O[C@@H](n3ccc(=O)[nH]c3=O)[C@H](O)[C@@H]2O)no1

A portion of the library; rates above refer to the full screens.
